Screening results as filed in PubChem.
Bfl-1 Bim block: inhibitors of Bim-Bfl-1 interaction, human; Q16548; Bead-based flow cytometry, Bim-Bfl-1 binding inhibition; inhibition, % at 10 µM; 190,000 tested, 0.12% active; AID 1008;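 note: 0% = wells without compound plus tracer and 100% = blocker peptide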
Mcl1-Bid inh: Mcl-1/Bid interaction inhibition; Q07820; TR-FRET Mcl-1/Bid-Dy647 peptide binding, 1536-well; inhibition, % at 21.7 µM; 220,000 tested, 0.97% active;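 active = compounds that cut the binding signal by more than half at the single screening dose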;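 note: His-tagged Mcl-1 with europium anti-His antibody binding Bid BH3 peptide; 0% = Mcl-1 plus peptide wells and 100% = peptide-only wells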
RGS8-Gao: modulates binding of RGS8 to human Galphao. P09471. multiplexed bead flow cytometry; actives lie on both sides. response (percent of control binding), % at 10 µM. 220,000 tested, 0.34% active; in the data active = response below about 60% or above about 140%; inactive = in between;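 note: Galphao activated as the GDP aluminium fluoride complex binding bead-coupled RGS8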
Target sequence (P09471 whole entry, looked up): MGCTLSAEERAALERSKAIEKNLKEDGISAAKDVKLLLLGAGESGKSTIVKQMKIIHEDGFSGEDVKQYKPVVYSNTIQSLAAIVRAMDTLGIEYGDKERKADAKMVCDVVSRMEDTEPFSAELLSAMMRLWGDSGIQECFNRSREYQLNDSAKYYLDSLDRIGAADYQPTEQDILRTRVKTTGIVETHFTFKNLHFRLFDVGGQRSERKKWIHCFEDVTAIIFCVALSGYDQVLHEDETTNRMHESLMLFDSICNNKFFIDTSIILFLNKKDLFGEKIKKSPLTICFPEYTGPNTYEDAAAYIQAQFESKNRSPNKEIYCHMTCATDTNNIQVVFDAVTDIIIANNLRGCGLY
Mcl-1 Bim block: human Bim-Mcl-1 interaction inhibition. Q07820. Bead-based flow cytometry, Bim peptide-Mcl-1 binding. inhibition, % at 10 µM. 190,000 tested, 0.1% active. AID 1009;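 note: 0% = no compound tracer wells and 100% = peptide blocker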
RGS7-Gao: regulators of human RGS7-Galphao interaction; P09471; Multiplexed bead flow cytometry, RGS7-Galphao binding; actives lie on both sides; binding response (% of control), % at 10 µM; 220,000 tested, 0.35% active; in the data active = binding response below about 49% or above about 150%; inconclusive = no clear call, values can overlap the other calls; inactive = in between;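 note: fluorescent Galphao held in activated GDP-AlF4 state binding bead-coupled RGS7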
RGS4-Gao reg: human RGS4-Galphao interaction regulation; P09471; Multiplexed bead flow cytometry, RGS4-Galphao binding; actives lie on both sides; binding response (% of control), % at 10 µM; 220,000 tested, 0.33% active; AID 1415; in the data active = binding response below about 49% or above about 150%; inactive = in between;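 note: fluorescent Galphao activated with aluminum fluoride binding bead-coupled RGS4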
Bcl-XL Bim block: disrupts Bim peptide binding to human Bcl-XL | bead flow cytometry, fluorescence | inhibition, % at 10 µM | AID 1007 | 190,000 tested, 0.04% active
Bcl-W Bim block: human Bim-Bcl-W interaction inhibition. Q92843. bead-based flow cytometry, Bim peptide-Bcl-W binding. inhibition, % at 10 µM. 190,000 tested, 0.02% active. AID 952;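 note: 0% = bound tracer without compound and 100% = peptide blocker; higher means less fluorescent Bim peptide bound to Bcl-W beads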
Target sequence (Q92843 whole entry, looked up): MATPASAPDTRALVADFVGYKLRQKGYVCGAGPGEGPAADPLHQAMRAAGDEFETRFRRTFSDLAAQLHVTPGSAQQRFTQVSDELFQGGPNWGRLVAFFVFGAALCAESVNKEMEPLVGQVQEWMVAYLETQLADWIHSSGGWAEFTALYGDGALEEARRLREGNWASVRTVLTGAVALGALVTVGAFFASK
Bcl-B Bim block: disrupts Bim peptide binding to human Bcl-B. bead-based flow cytometry. inhibition, % at 10 µM. 190,000 tested, 0.073% active. Q9HD36;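 note: 0% = tracer peptide without compound and 100% = reference inhibitor peptide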
Target sequence (Q9HD36 whole entry, looked up): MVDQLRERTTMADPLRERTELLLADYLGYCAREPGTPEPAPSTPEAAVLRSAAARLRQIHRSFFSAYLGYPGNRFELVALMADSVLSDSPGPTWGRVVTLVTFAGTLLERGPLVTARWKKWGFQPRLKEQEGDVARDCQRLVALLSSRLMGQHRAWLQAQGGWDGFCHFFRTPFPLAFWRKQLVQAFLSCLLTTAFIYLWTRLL
GSH fluor: compound fluoresces at 488/530 nm on GSH beads | GSH beads flow cytometry, compound fluorescence 488/530 nm; active compounds read high | 190,000 tested, 0.25% active | AID 1776 | fluorescence (KMESF) at 10 µM; in the data active = fluorescence above about 89;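 note: glutathione beads carrying GST-tagged Bcl family fusion proteins plus one bare bead set; values are compound well signal with DMSO vehicle wells as background; inactives centre near 16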
Bim-Bcl-2: human Bim-Bcl-2 interaction inhibition. Bead-based flow cytometry, Bim peptide-Bcl-2 binding. P10415. inhibition, % at 10 µM. 190,000 tested, 0.06% active. AID 950; in the data active = inhibition above about 40%; inconclusive = no clear call, values can overlap the other calls;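 note: 0% = no compound wells with probe peptide and 100% = reference peptide inhibitor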
Target sequence (P10415 whole entry, looked up): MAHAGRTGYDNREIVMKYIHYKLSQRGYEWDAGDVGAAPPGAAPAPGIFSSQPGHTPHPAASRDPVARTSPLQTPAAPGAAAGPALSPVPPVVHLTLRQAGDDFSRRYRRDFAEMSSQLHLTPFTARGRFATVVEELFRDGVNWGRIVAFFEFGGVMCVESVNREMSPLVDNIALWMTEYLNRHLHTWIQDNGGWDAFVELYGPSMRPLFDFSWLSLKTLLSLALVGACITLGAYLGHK
* marks the source's active call; other numbers are inactive results; ? = inconclusive. Cut-off read from the data, not from the text of the source, unless noted: active = inhibition above about 40%.

SMILES	Bfl-1 Bim block	Mcl1-Bid inh	RGS8-Gao	Mcl-1 Bim block	RGS7-Gao	RGS4-Gao reg	Bcl-XL Bim block	Bcl-W Bim block	Bcl-B Bim block	GSH fluor	Bim-Bcl-2
C=CCSc1nnc(CC(OC)OC)n1-c1ccccc1	-10	0	108	-4	107	105	-4	-2	-6	10	-5
CCOc1ccccc1Nc1nnc(SCC(=O)Nc2nc(-c3ccc(OC)cc3)cs2)s1	-2	-74	100	-1	99	99	-3	-2	-11	11	0
COCCN1C(=O)c2ccccc2C(C(=O)NCC2CCCO2)C1c1c[nH]c2ccccc12 (configuration not stated)	-21	-14	99	-2	100	101	-6	1	-5	22	-14
Cc1ccc(N2CC(C(=O)Nc3ccc(N(C)C)cc3)CC2=O)cc1C (configuration not stated)	3	-62	127	0	127	130	-4	2	-10	16	0
CC1CCCCN1CCn1cnc2c([nH]c3ccccc32)c1=O (configuration not stated)	-10	-14	95	0	91	96	-4	-1	-7	23	-7
O=C(NNC(=O)c1ccncc1)Nc1cccc([N+](=O)[O-])c1	-5	-21	101	-2	102	105	-5	-1	-6	13	-4
Cc1nn(Cc2ccc([N+](=O)[O-])cc2)c(=O)n1-c1ccc(Cl)cc1	-4	-30	101	1	?	103	0	-2	-3	14	1
COc1ccc(C(=O)Cn2nnc(-c3ccc(N4CCOCC4)cc3)n2)cc1OC	-11	-65	101	2	105	102	1	6	-2	64	-4
Cc1ccc(C2CC(c3cccc(C)c3)n3ncnc3N2)cc1 (configuration not stated)	-7	-7	86	3	93	94	0	3	-2	19	-5
Cc1ccc(NC(=O)COC(=O)CCC(=O)c2ccc(C(C)(C)C)cc2)c([N+](=O)[O-])c1	-1	-10	103	-5	101	99	-3	-4	-5	5	-4
CC(=O)CSc1nnc(NC(=O)CCc2ccccc2)s1	-15	8	102	-2	100	100	-3	0	-10	22	-8
CN1CCC(N(C)CC(=O)Nc2cccc(Oc3ccccc3)c2)CC1	0	-2	92	1	87	83	0	3	1	11	2
Cc1ccc(NC(=O)COC(=O)CCOc2ccccc2C)cc1	4	2	102	-3	?	102	0	-2	2	15	3
COc1ccc(/C=N/NC(=O)CC2N=C(Cc3ccccc3)NNC2=O)cc1OC (configuration not stated)	-2	-2	112	-5	107	110	-6	-2	-3	10	-4
COc1ccc(OC)c(-c2csc(NC(=O)c3ccc(OCC4CCCO4)cc3)n2)c1 (configuration not stated)	-2	-23	96	-5	95	93	-7	-6	-11	11	-5
COc1ccc(NCCC#N)cc1	-2	-104	101	0	97	91	-1	-3	-4	6	0
Cc1nnc(NC(=O)CSc2nc3c(c(=O)n(C)c(=O)n3C)n2C(C)C)s1	-6	1	103	0	107	103	-2	-1	-3	21	-1
CC[n+]1ccc(/C=C2\Sc3ccccc3N2CCCS(=O)(=O)[O-])c2ccccc21	-3	-53	97	2	93	95	1	5	-1	9	1
S=c1[nH]nc(Cc2cccc3ccccc23)n1-c1ccccc1	-9	8	97	-1	102	101	-1	3	-10	4	-7
CN(C(=O)C1CCN(S(=O)(=O)c2cccs2)CC1)C1CCCCC1	-3	-1	99	-2	97	100	-3	-7	-3	20	-3
CCCn1c(C)cc(/C=C(\C#N)C(=O)OCC(=O)Nc2cccc(OC)c2)c1C	1	-35	85	-1	89	90	-2	0	-4	6	1
CCC1CCCCN1CCn1c(=S)[nH]c2cc(OC)c(OC)cc2c1=O (configuration not stated)	2	-30	100	-1	102	101	0	1	-2	21	0
CCC(=O)c1cc2c(C)cc(=O)oc2c(C)c1OC(C)=O	-2	-23	104	-4	101	103	-7	-2	-3	8	-1
CC(=O)Nc1ccc(NC(=O)c2ccc(C)c(S(=O)(=O)Nc3cccc(C)c3)c2)cc1	-9	-12	99	0	98	97	-3	0	-6	30	-3
CS(=O)(=O)n1nc(-c2ccccc2)nc1NCc1ccco1	0	-7	102	0	103	103	-4	-2	0	16	1
SMILES	Bfl-1 Bim block	Mcl1-Bid inh	RGS8-Gao	Mcl-1 Bim block	RGS7-Gao	RGS4-Gao reg	Bcl-XL Bim block	Bcl-W Bim block	Bcl-B Bim block	GSH fluor	Bim-Bcl-2
Cc1ccc([N+](=O)[O-])c2c1C(N1CC(C)OC(C)C1)C(C)(C)O2 (configuration not stated)	-3	-38	101	0	?	101	-2	0	-3	17	-1
Cc1cc(NC(=O)C2COc3ccccc3O2)no1 (configuration not stated)	-8	-7	101	-4	102	99	-10	-5	-11	14	-9
Cc1cc(NC(=O)C(C)(C)C)no1	-8	-20	102	0	102	106	0	6	-5	10	-2
O=C(NCc1ccccc1)C(c1ccccc1)N(C(=O)c1csnn1)C1CC1 (configuration not stated)	-7	-17	100	0	103	101	-3	-1	-2	19	-1
O=C(COC(=O)Cc1ccc(-c2ccccc2)cc1)NCc1ccc(F)cc1	-1	1	122	-1	112	112	-1	-1	-2	11	-5
CCN(CC)c1ccc(S(=O)(=O)N(CC)CC)cc1NC(=O)C1CCCC1	-3	-1	99	-1	98	95	-1	1	-3	20	-3
CCN(CC)CCn1c(-c2ccccc2)nc(=S)c2c1CC(C)(C)OC2	-1	-28	101	2	100	101	-6	-4	-5	10	-2
COc1cccc(N=C(N)N)c1	-2	-4	106	0	98	103	0	0	-3	12	0
CCCNC(=O)c1ccc(SC)cc1OC	-12	-9	105	0	101	106	0	2	-5	18	-8
S=c1[nH]nc(C2CC2)n1Cc1ccccc1	5	-47	99	-3	?	102	0	-2	-13	13	-1
CCOC(=O)c1ccc(NC(=S)N2CCC(O)CC2)cc1	0	-20	75	-7	97	98	-4	0	-15	6	0
O=C(NC1=NCCS1)c1cccc2ccccc12	-2	-10	104	2	103	102	0	-2	-5	11	0
C=CCNC(=S)NNC(=O)c1cc(O)ccc1O	0	-71	99	1	96	100	0	3	-13	18	0
O=C(c1ccc(Cl)cc1)N1CCN=C1c1ccccc1	-3	-20	105	-7	106	101	-8	-3	-6	6	-6
Cc1ccc2c(Cl)c(C(=O)NCc3cccnc3)sc2c1	6	7	102	1	102	101	2	5	0	22	1
Cc1cc(C(=O)CNCc2ccco2)c(C)n1-c1ccc(F)cc1	-5	-15	103	-2	108	106	-28	-1	-5	248*	0
COCCNC(=O)c1ccccc1-c1ccccc1C(=O)O	-19	17	101	-2	101	101	-7	-1	-9	32	-7
O=C(N/N=C/c1c(F)c(F)c(F)c(F)c1F)c1ccc(Cn2cc(Br)cn2)o1	-1	0	96	-1	104	103	-2	-2	-3	11	0
CS/C(=C\[N+](=O)[O-])Nc1ccc(C)cc1	0	-5	103	1	106	103	-3	-1	-1	10	-1
O=C(Nc1nnc(SCC(=O)N2CCCCC2)s1)C1CCCCC1	-21	-32	100	-5	100	102	-7	-1	-12	22	-7
CC1CCN(C(=O)CSc2nc3c(cnn3-c3ccc(Cl)cc3)c(=O)[nH]2)CC1	-8	27	105	-1	103	107	-3	1	-9	25	-10
O=S(=O)(CC(O)COc1ccccc1Cl)c1ccccc1 (configuration not stated)	-2	-32	93	-2	88	83	-2	-1	0	8	-4
Cc1ccc(C2CC2C(=O)NNC(=S)Nc2cccc(Cl)c2)cc1 (configuration not stated)	-3	-33	99	-8	101	97	-8	-8	-7	72	-6
O=c1ccc(OCCOc2ccccc2)nn1-c1ccccc1	-14	-9	97	-3	95	95	-8	-3	-8	16	-3
Cc1cc(NC(=O)CSc2nnc3c(C)cc4c(C)ccc(C)c4n23)no1	-14	2	103	-4	97	96	-12	-2	-12	27	-9

Pulled by structure from the list above:
SMILES	Bfl-1 Bim block	Mcl1-Bid inh	RGS8-Gao	Mcl-1 Bim block	RGS7-Gao	RGS4-Gao reg	Bcl-XL Bim block	Bcl-W Bim block	Bcl-B Bim block	GSH fluor	Bim-Bcl-2
O=C(Nc1nnc(SCC(=O)N2CCCCC2)s1)C1CCCCC1	-21	-32	100	-5	100	102	-7	-1	-12	22	-7
O=C(NCc1ccccc1)C(c1ccccc1)N(C(=O)c1csnn1)C1CC1 (configuration not stated)	-7	-17	100	0	103	101	-3	-1	-2	19	-1

Next part
SMILES	Bfl-1 Bim block	Mcl1-Bid inh	RGS8-Gao	Mcl-1 Bim block	RGS7-Gao	RGS4-Gao reg	Bcl-XL Bim block	Bcl-W Bim block	Bcl-B Bim block	GSH fluor	Bim-Bcl-2
Cc1ccc(-n2c(C)cc(C(=O)COC(=O)c3ccc[nH]c3=O)c2C)cc1	-3	-42	101	-3	97	98	-2	2	6	9	7
CCN1C(=O)CC(C(=O)Nc2ccc(F)cc2)SC1=Nc1ccc2c(c1)OCO2 (configuration not stated)	0	-13	101	-9	97	92	-1	-4	-2	25	-9
CCC(=O)Nc1cccc(C(=O)Nc2nccs2)c1	-1	-7	86	0	94	91	-2	-3	-6	14	0
OC(c1ccccc1)(c1ccc(F)cc1)C(c1ccccc1)N1CCOCC1 (configuration not stated)	-4	0	101	-3	98	101	-4	-6	-3	16	-5
COCCn1nnnc1CN1CCC(NC(=O)c2ccc(Br)cc2)CC1	-18	-3	102	-3	103	101	-9	-2	-8	20	-8
O=C(c1ccc(F)cc1)c1cn[nH]c1-c1ccccc1O	-11	4	96	0	96	97	-2	0	-6	27	-11
Cn1cc(/C=C(\C#N)C(=O)Nc2ncc(Cc3ccc(Cl)cc3)s2)c2ccccc21	-10	-4	102	-3	101	101	-7	-2	-11	17	-5
COc1ccc(NC(=O)CN(C)C2CCCCC2)c([N+](=O)[O-])c1	-4	4	105	-2	109	106	-1	0	3	17	0
Cc1ccccc1NC(=S)NCc1cccn1C	4	-47	124	0	100	97	0	0	8	11	2
CN1C(=O)c2ccc(C(=O)NCc3ccccc3)cc2C1=O	-3	-12	97	0	100	100	-3	-2	-1	13	-2
CCOC(=O)c1ccc(-n2c(C)nc3c(cnn3-c3ccc(Cl)cc3)c2=O)cc1	-16	-28	101	0	94	100	-7	0	-5	35	-12
CC1CCN(c2nc3c(c(=O)n(C)c(=O)n3C)n2CCSc2nc3ccccc3o2)CC1	-11	-16	103	-3	99	99	-7	-4	-10	22	-9
CNC(=S)N1CCC(c2nc3ccccc3s2)CC1	-4	-39	106	5	102	101	0	0	-18	16	-3
COCCOC(=O)C1=C(N)OC2=C(C(=O)CCC2)C1c1cccnc1 (configuration not stated)	-8	1	107	-2	111	113	-5	-2	-7	13	-3
O=C(Cc1ccc(Cl)cc1)Nc1ccc(N2CCN(C(=O)c3ccco3)CC2)cc1	-1	13	101	-2	105	102	-3	0	-1	19	-2
CCOC(=O)C(Oc1ccc2c(-c3ccccc3)cc(=O)oc2c1)c1ccccc1 (configuration not stated)	3	-27	100	0	99	102	0	-1	-2	5	5
OCCC1CN(Cc2ccn[nH]2)CCN1Cc1ccc(F)c(F)c1 (configuration not stated)	-6	-33	100	0	97	103	-7	-6	-8	15	-4
O=C(COc1ccc2ccccc2c1)Nc1cccc2c1C(=O)NC2=O	-6	60*	102	-3	100	100	-1	-5	-10	9	-3
O=C(CCSc1ccc(Cl)cc1)NCc1ccncc1	-8	-8	101	-3	100	99	-5	-3	-1	12	-5

Entries of single compounds as entered above. Order of screens: Bfl-1 Bim block, Mcl1-Bid inh, RGS8-Gao, Mcl-1 Bim block, RGS7-Gao, RGS4-Gao reg, Bcl-XL Bim block, Bcl-W Bim block, Bcl-B Bim block, GSH fluor, Bim-Bcl-2
Cc1ccccc1NC(=S)NCc1cccn1C is entered as 4, -47, 124, 0, 100, 97, 0, 0, 8, 11, 2
CCOC(=O)C(Oc1ccc2c(-c3ccccc3)cc(=O)oc2c1)c1ccccc1 (configuration not stated) is entered as 3, -27, 100, 0, 99, 102, 0, -1, -2, 5, 5
O=C(COc1ccc2ccccc2c1)Nc1cccc2c1C(=O)NC2=O is entered as -6, 60*, 102, -3, 100, 100, -1, -5, -10, 9, -3
